Assay outcomes as filed in PubChem.
AmpC inh detg: blocks E. coli AmpC beta-lactamase in detergent assay. AmpC hydrolysis of nitrocefin, absorbance 480 nm, 0.01% Triton. Potency, µM (highest dose often 114 µM), for inactives: at the top dose activity change, negative = inhibition, hits mostly inhibitors. actives 0.041% (n = 370,000). AID 485294;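 also: potency is read from the fitted curve at half-maximal effect; 0% = no-compound wells and -100% = no-enzyme wells; nearly all actives have a fitted effect of over 25% in size; some results filed as inactive show a strong effect at the top dose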
Target sequence (P00811 whole entry, looked up): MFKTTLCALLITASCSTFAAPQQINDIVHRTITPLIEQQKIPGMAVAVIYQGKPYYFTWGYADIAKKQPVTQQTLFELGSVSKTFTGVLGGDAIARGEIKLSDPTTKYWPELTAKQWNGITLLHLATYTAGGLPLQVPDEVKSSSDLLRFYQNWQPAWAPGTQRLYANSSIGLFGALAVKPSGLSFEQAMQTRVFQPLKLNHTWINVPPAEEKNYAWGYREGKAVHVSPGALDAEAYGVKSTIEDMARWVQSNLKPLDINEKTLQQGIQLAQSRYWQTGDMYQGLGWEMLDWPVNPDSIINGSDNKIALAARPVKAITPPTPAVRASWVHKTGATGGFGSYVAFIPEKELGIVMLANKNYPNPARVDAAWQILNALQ
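AmpC (5.3 nM in the dispensed reagent) in 20 mM phosphate pH 7.0 with 0.01% (detergent screen) or 0.0001% Triton X-100 was preincubated with compounds for 15 min at room temperature. Nitrocefin was then added from an 800 uM solution, and hydrolysis was followed at 480 nm.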
LmPK inh: inhibitors of Leishmania mexicana pyruvate kinase; Q27686; purified LmPK, Kinase-Glo ATP luminescence, 1 h; actives 0.37% (n = 290,000); Potency, µM (series often up to 57.5 µM), for the others: at the top dose activity change, negative = inhibition, most hits filed as inhibitors; also: potency is read from the fitted curve at half-maximal effect
Target sequence (Q27686 whole entry, looked up): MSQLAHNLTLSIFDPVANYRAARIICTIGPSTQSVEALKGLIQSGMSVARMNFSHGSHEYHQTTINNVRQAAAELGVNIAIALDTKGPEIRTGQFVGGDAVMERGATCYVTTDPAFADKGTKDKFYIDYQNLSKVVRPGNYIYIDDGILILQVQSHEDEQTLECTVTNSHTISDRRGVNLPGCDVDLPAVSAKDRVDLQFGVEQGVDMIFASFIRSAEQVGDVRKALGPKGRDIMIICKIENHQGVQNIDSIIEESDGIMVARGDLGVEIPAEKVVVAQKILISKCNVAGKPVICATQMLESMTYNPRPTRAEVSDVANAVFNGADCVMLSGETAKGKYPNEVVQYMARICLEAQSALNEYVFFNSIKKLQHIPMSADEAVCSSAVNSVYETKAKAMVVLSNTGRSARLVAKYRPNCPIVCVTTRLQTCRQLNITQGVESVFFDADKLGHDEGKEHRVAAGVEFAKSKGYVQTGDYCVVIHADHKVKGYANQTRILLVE
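ATP generated from ADP (0.1 mM) and PEP (0.5 mM) by 0.1 nM LmPK over 1 h at room temperature (pH 7.2 imidazole buffer) was detected by coupled luciferase luminescence. Values were normalized to uninhibited and no-enzyme wells.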
AmpC no deterg: AmpC beta-lactamase inhibition without detergent. AmpC nitrocefin hydrolysis, absorbance 480 nm, 0.0001% Triton. actives 0.52% (n = 330,000). Potency, µM (top dose mostly 57.1 µM), for inactives: top-dose activity change, negative = inhibition, hits mostly inhibitors;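 also: potency is read from the fitted curve at half-maximal effect; plate controls were no compound for no effect and no enzyme for full effect; nearly all actives have a fitted effect of over 20% in size; some results filed as inactive show a strong effect at the top dose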
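20 mM phosphate pH 7.0 + 0.01% (detergent screen) or 0.0001% Triton X-100; 5.3 nM AmpC reagent; cpd preinc 15 min RT; nitrocefin (800 uM stock) to start; A480 q20 s × 4 min; Activity was normalised to no-enzyme and no-compound control wells.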
Tb PYK inh: inhibitors of Trypanosoma brucei pyruvate kinase; TbPYK enzyme, Kinase-Glo Plus ATP luminescence, 45 min; actives 0.12% (n = 410,000); Potency, µM (titrated, usually from 76.8 µM), inactives show at the highest dose activity, negative = inhibition, hits mostly inhibitors; AID 624173; also: potency is read from the fitted curve at half-maximal effect; nearly all actives have a fitted effect of over 50% in size
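Screened from lowest to highest concentration, compounds were pinned into TbPYK/substrate mixtures, and ADP (130 uM final) was added. Plates sat at room temperature for 45 min prior to Kinase-Glo Plus detection by luminescence.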
HCMV inh: blocks human cytomegalovirus replication | HFF cells, HCMV-luciferase reporter, 72 h; stronger effect = lower value | actives 4.5% (n = 410,000) | activity change, negative = inhibition, % at 57.5 µM; in the data active = activity change below about -60%; inconclusive = no clear call, values can overlap the other calls; inactive = above about -39%
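Two compound doses tested in HFFs infected with HCMV-luciferase, MOI 1 PFU/cell, 72 h at 37C. Lysate luminescence read with OneGlo; data normalized against buffer-only and 10uM Salinomycin inhibitor controls.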
AMA1 RON2 block: inhibitors of Plasmodium falciparum AMA1-RON2 interaction; AlphaScreen AMA1-biotinylated RON2 peptide binding; Potency, µM (series often up to 58.2 µM), for the others: at the highest dose activity change, negative = inhibition, most hits filed as inhibitors; actives 0.2% (n = 360,000);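 also: potency is read from the fitted curve at half-maximal effect; 0% = vehicle wells and -100% = peptide control; nearly all actives have a fitted effect of over 45% in size; some results filed as inactive show a strong effect at the top dose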
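AMA1 (3D7) with his tag at 25 nM final met compounds first, then biotinylated RON2 peptide at 25 nM; detection used donor plus acceptor beads, 10 µg/mL apiece, read by AlphaScreen after 30 min at room temperature.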
HCV inh: blocks hepatitis C virus | Potency, µM (series often up to 41.8 µM), inactives show at the top dose activity change, negative = inhibition, hits mostly inhibitors | Huh7.5.1 HCVcc-Cre infection, luciferase reporter, 44 h | actives 3.4% (n = 340,000) | AID 651820; also: potency is read from the fitted curve at half-maximal effect
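Antiviral activity was scored by luciferase reporter output from cells infected with HCVcc-Cre (~0.5 moi) in presence of compound, 44 h infection period, cells seeded 1,000/well 4 h prior.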
* marks the source's active call; other numbers are inactive results; ? = inconclusive; / = no result given; & = joins results of further samples; [ ] = remark or other dose. Unless noted, calls follow the shape of the dose curve; as a rule, active = well fitted curve in the direction sought with a large enough effect; inconclusive = small, poorly fitted or top-dose-only effect, or another doubt; inactive = no such curve, though single readings can be large; an effect the other way counts as inactive or inconclusive. Unless noted, % is scaled to controls: 0 for no effect and ±100 for the full control effect.

SMILES | AmpC inh detg | LmPK inh | AmpC no deterg | Tb PYK inh | HCMV inh | AMA1 RON2 block | HCV inh
CCCn1c(CCC(=O)O)ccc1-c1ccccc1 | ? | -9% | -27% | -15% | -36 | -9% | 5%
CN1C(=S)SC(C)(C)C1N(O)C(=O)Nc1ccc(Cl)cc1 (stereo not drawn) | 13% | 1% | -32% | 2% | -24 | 7% | -21%
CCCCNS(=O)(=O)c1ccc(OC)c(C)c1 | ? | -4% | -16% | -3% | -6 | 3% | 24%
O=C(Nc1ccc(F)cc1F)c1c(C(F)(F)F)ccnc1Oc1ccccc1 | -2% | 0% | 0% | 3% | -21 | -4% | 22%
Cn1c(CN2CCCC2)nc2cc(NC(=O)c3ccc(Cl)cc3)ccc21 | 3% | 0% | 158%[activator] | -4% | -73* | 21% | ?
COc1cccc(/C=N/Nc2ncc(C)c(=O)[nH]2)c1OC | -1% | -2% | -6% | 1% | 11 | 44%[activator] | -3%
COc1ccc(Nc2nc(C)c(-c3ccccc3)s2)cc1 | 1% | -1% | -37% | -5% | 3 | -13% | ?
O=C(c1cccn(Cc2cccc(Cl)c2)c1=O)N1CCOCC1 | -12% | -4% | -1% | -11% | 1 | 8% | 22%
CN(C)C(=S)NC1CCS(=O)(=O)C1 (stereo not drawn) | -13% | 7% | -15% | -6% | -25 | -2% | -15%
COc1cc(NC(=O)COc2ccc([N+](=O)[O-])cc2)ccc1NC(=O)c1ccco1 | / | / | / | 2% | 34 | -3% | /
Cc1cc(C)cc(N(CCC#N)C(=O)COC(=O)C2CCN(c3ccc(C(F)(F)F)cn3)CC2)c1 | ? | / | ? | -5% | 24 | -27% | 3%[8.37 µM]
CCCCN1CC(COCc2ccccc2)Oc2cccc(Oc3ccc(F)cc3)c2S1(=O)=O (stereo not drawn) | / | / | / | 2% | -10 | -3% | -16%
COc1ccc(-n2nnnc2SCC(=O)Nc2c(C)n[nH]c2C)cc1 | / | / | -23% | -2% | ? | 16% | ?
O=c1c2cn(Cc3ccc(F)cc3)c3ccccc3c-2nn1Cc1ccc(F)cc1 | -5% | 0% | -6% | 4% | -3 | -20% | 6%
CCOCCCNC(=O)Cn1ncc2c(=O)oc3ccccc3c21 | -4% | -8% | -3% | -1% | 25 | 0% | 14%
N#Cc1ncc(Cc2ccccc2)nc1C#N | ? | 1% | -29% | 2% | 69 | 34%[activator] | -16%
O=C(NCCCc1ccccc1)c1cccs1 | -3% | -4% | -7% | -9% | -10 | 6% | 10%
O=C(NCc1cccs1)NC1CCCCC1 | -20% | -1% | 3% | -4% | 5 | 6% | -6%
CC(C)CCNC(=O)COC(=O)c1cc(Br)c(Br)s1 | 2% | 1% | -21% | -7% | -25 | 25% | -4%
Cc1cccc(C)c1NC(=O)C1C2C=CC(C2)C1C(=O)NCc1ccccn1 (stereo not drawn) | -1% | 2% | -20% | -14% | 0 | 71%[activator] | -3%
COc1ccc(CCNC(=O)CCCn2c(=O)c3ccccc3n(Cc3ccc(C)cc3)c2=O)cc1OC | 17% | / | / | -4% | 8 | / | /
COc1ccc(N/C(N)=N/c2nc(C)cc(C)n2)cc1 | / | / | / | -13% | -33 | 3% | /
CCCCCNc1nc2c(-c3ccccc3)nnn2c2ccccc12 | 11% | / | / | -2% | 28 | / | /
COc1ccc(OC)c(NC(=O)CSc2nnc(Cc3cccn3C)n2-c2ccc(F)cc2)c1 | ? | 5% | 117%[activator] | -26% | 32 | -22% | ?
O=C(NCc1cccs1)c1ccc(CS(=O)Cc2ccccc2Cl)o1 (stereo not drawn) | -4% | -11% | -9% | -4% | -6 | 4% | -4%
Cc1cccc(Nc2nnc(SCC(=O)Nc3cccc(S(=O)(=O)N4CCCCC4)c3)s2)c1 | -4% | -2% | ? | -4% | -8 | -11%[11.6 µM] | 13µM*
COc1ccc(OCC(=O)Nc2cc(S(=O)(=O)N3CCCC3)ccc2OCC(F)(F)F)cc1 | ? | / | -13% | 1% | -12 | -1% | 3%
O=C(c1cccc(C(F)(F)F)c1)C1CCCN(Cc2cccn2-c2ccccn2)C1 (stereo not drawn) | -5% | -8% | 80%[activator] | -3% | ? | -8% | ?
OC1=C(O)c2nc3cc(C(F)(F)F)ccc3nc21 | 0% | -24% | -28% | 4% | -10 | 28µM* | 4%
CCCC1=C/C(=C/c2ccc(-c3ccccc3OC)o2)C(=O)O1 | ? | 0% | 32µM* | -14% | -33 | -16% | 14%
C=CCNC(=O)c1c(N)n(-c2cccc(S(N)(=O)=O)c2)c2nc3ccccc3nc12 | ? | 7% | 86%[activator] | 0% | -9 | 57%[activator] | -17%
COC(=O)c1c(-c2ccccc2)c[nH]c1C | -4% | -1% | -1% | 2% | -19 | 2% | 1%
CCOc1cc(C2NC(=O)N(C)C(C)=C2[N+](=O)[O-])ccc1OC(C)=O (stereo not drawn) | -1% | -6% | -10% | -3% | -28 | -5% | -14%
COc1cc(C(=O)N2CCN(c3ccc(Nc4ccc(C)cc4)nn3)CC2)cc(OC)c1OC | 0% | / | / | -5% | 36 | / | /
O=C(CSCc1ccccc1)NCc1ccc2c(c1)OCO2 | ? | 8% | -18% | -6% | 24 | -4% | 2%
Cc1cc(C)n2nc(C(=O)OCCOc3cccc(Br)c3)nc2n1 | -11% | -2% | 46% | -1% | 16 | 0% | -9%
CN(C)S(=O)(=O)c1ccc(NC(=O)c2ccc3ncsc3c2)cc1 | 1% | -8% | -11% | 1% | / | -3% | -26%
O=c1cc(C2CCCCC2)[nH]c(=O)[nH]1 | / | / | / | 2% | 27 | 15% | 15%
Cc1ccc(CNC(=O)CCc2cn(C)c3ccccc23)cc1 | 2%&-3% | -1% | -7% | 5%&-4% | ? | -19% | -19%
COc1ccc(NP(=O)(Oc2ccccc2OC)Oc2ccccc2OC)cc1 | -4% | 1% | 0% | 0% | -11 | -2% | 8%

In another format: five of the compounds above.
SMILES,AmpC inh detg,LmPK inh,AmpC no deterg,Tb PYK inh,HCMV inh,AMA1 RON2 block,HCV inh
COC(=O)c1c(-c2ccccc2)c[nH]c1C,-4%,-1%,-1%,2%,-19,2%,1%
COc1ccc(Nc2nc(C)c(-c3ccccc3)s2)cc1,1%,-1%,-37%,-5%,3,-13%,?
O=C(NCCCc1ccccc1)c1cccs1,-3%,-4%,-7%,-9%,-10,6%,10%
COc1ccc(N/C(N)=N/c2nc(C)cc(C)n2)cc1,/,/,/,-13%,-33,3%,/
OC1=C(O)c2nc3cc(C(F)(F)F)ccc3nc21,0%,-24%,-28%,4%,-10,28µM*,4%

The list goes on.
SMILES | AmpC inh detg | LmPK inh | AmpC no deterg | Tb PYK inh | HCMV inh | AMA1 RON2 block | HCV inh
COc1cccc(N2CC(C(=O)Nc3ccc(F)cc3)CC2=O)c1 (stereo not drawn) | 4% | -12% | -36% | 4% | -19 | 0% | -14%
Cc1ccc2nc(SCC(=O)Nc3cccc(S(=O)(=O)NC4=NCCCCC4)c3)[nH]c2c1 | -7% | 1% | -36% | 2% | -8 | 2% | ?
COc1ccc(S(=O)(=O)N2CCCCCC2)cc1NC(=O)Cc1n[nH]c(=O)c2ccccc12 | -11% | / | -15% | -3% | ? | 16% | 9%
Cn1nc(-c2ccccc2F)c2cc(C(=O)Nc3ccc4c(c3)OCCO4)sc21 | ? | 7% | -14% | 2% | 114 | -16% | -59%
O=C(CC1C[C@H](C(=O)N2CCCCC2)[C@@]2(CCc3ccccc3)c3[nH]c4ccccc4c3CCN2C1=O)NCCC1=CCCCC1 (stereo partly drawn) | / | / | -13% | 3% | 13 | 0% | 53%[activator]
COc1ccc(-c2cc(C(=O)O)[nH]n2)cc1OC | ? | 0% | -18% | 9% | -10 | -14% | 18%
CCN1CCN(c2cc(C)c3cc(NC(=O)c4cccc(OC)c4)ccc3n2)CC1 | 0% | -3% | 59% | 1% | ? | -8% | ?
O=[N+]([O-])c1ccc(OCCCCN2CCCCC2)cc1 | 0% | -5% | -5% | -4% | 53 | 1%[11.6 µM] | 10%
CC1=C(C(=O)Nc2ccccc2C(=O)NC2CCC(C)CC2)SCCO1 (stereo not drawn) | -6% | -5% | -47% | -3% | -34 | -13% | 5%
CC1(C)C2([N+](=O)[O-])CN3CN(C2)CC1([N+](=O)[O-])C3 | -5% | 1% | -19% | -3% | -31 | 0% | 12%
COc1ccc(S(=O)(=O)N2CCN(CC(=O)Nc3cc(OC)cc(OC)c3)CC2)cc1 | 1% | 1% | 56%[activator] | -6% | -29 | 1% | -16%
CCc1oc2ccccc2c1C(=O)c1cc(Br)c(O)c(Br)c1 | ? | 18%&7% | -41%&-54% | -1%&6% | -11 | -4% | 2%[8.37 µM]
COc1ccc(C(=O)C2CCCN(C(=O)C3=CCCC3)C2)cc1OC (stereo not drawn) | -12% | -3% | -16% | 4% | -15 | 3% | 2%
CCCCCCSc1cc(-c2nc3cc(C)ccn3c2NC2CCCCC2)ccc1OC | -1% | / | 5% | -8% | 47 | -3% | -19%
CCN(CC)C(=O)CSc1nc(N)c(-c2ccccc2)c(=O)[nH]1 | 2% | 2% | -9% | 5% | -9 | 0% | -1%
COc1cccc(OCC(O)CN2CCC(C)CC2)c1 (stereo not drawn) | -16% | -4% | -11% | -5% | ? | -4% | -2%
O=[N+]([O-])c1ccccc1Oc1ccc(Cl)c2cccnc12 | 4% | 5% | -3% | -14% | -7 | -6% | ?
Cn1c(SCC(=O)NC2CCCC2)nnc1-c1ccco1 | -5% | 0% | -5% | -5% | -37 | 2% | 17%
C=CCn1c(SCC(=O)N(CCC)C2CCS(=O)(=O)C2)nnc1-c1ccccc1OC (stereo not drawn) | -14% | / | 3% | -4% | -30 | 76%[activator] | 12%
COc1ccc(N2CCN(C(CNC(=O)C(=O)NCCC3=CCCCC3)c3ccco3)CC2)cc1 (stereo not drawn) | -10% | 2% | -4% | 5% | ? | 20% | ?
Cc1cc(OCc2nc3ccccc3s2)ccc1N | 3% | -13% | 0% | -21% | 113 | ? | -1%
COc1ccc(CC(=O)NC(C)C2COc3ccccc3O2)cc1OC (stereo not drawn) | -1% | -1% | -3% | 1% | 29 | 10% | 16%
CCOC(=O)N1CCc2c(sc(NCc3cccc(F)c3)c2C(=O)Nc2ccc(OCC)cc2)C1 | -6% | / | / | -27% | -2 | / | /
CN(C)c1cccc(Oc2nc3c(c(=O)n(C)c(=O)n3C)n2C)c1 | ? | 0% | -4% | -3% | -1 | -4% | -20%
